RmlCD inh mix – inhibitors of RmlC and RmlD coupled enzymes; RmlC/RmlD coupled enzyme inhibition, 384-well mixture HTS; inhibition, % at 5.5 µM; hit rate 0.39% among 110,000; in the data active means inhibition above about 30%, passing the limit was not always enough; further: strong numbers were not always called active
RT RNaseH block – blocks HIV-1 RNase H cleavage of RNA/DNA duplex; P04585; RT-RNase H RNA/DNA duplex cleavage, fluorescence; inhibition, % at 10 µM; hit rate 1.9% among 65,000; in the data active means inhibition above about 50%
Active calls of the source: *; . = not tested or not shown.

SMILES	RmlCD inh mix	RT RNaseH block
Cc1ccc(Nc2nnc(SCn3nnc4ccccc4c3=O)s2)cc1	-7	.
CCOC(=O)Cn1c(=O)c2c(nc(N3CCCCC3)n2Cc2ccccc2)n(C)c1=O	-3	-1
CC1C2Cn3c(nc4ccccc43)C1N(C)O2 (centres undefined)	-6	.
Cc1ccc(C)c(NS(=O)(=O)c2cc(C(=O)N3CCc4ccccc4C3)ccc2Cl)c1	4	.
OC(c1ccccc1)(c1ccccc1)C1CCCN1 (centres undefined)	16	.
CCC(C)C(NC=C1C(=O)OC(C)(C)OC1=O)C(=O)O (centres undefined)	-12	.
CCN1CCc2nc(SCC(=O)Nc3ccc(OC)cc3)c(C#N)cc2C1	10	-1
CCOC(=O)C1=C(O)/C(=C/c2ccc(-c3ccccc3C(=O)O)o2)SC1=Nc1ccc(OC)cc1	7	.
COc1cccc2c(=O)n(CC(=O)Nc3cccc(F)c3)ccc12	7	-1
CCCCOc1ccc(OC(=O)c2cccnc2)cc1	-2	-4
O=C(NCc1ccc(F)cc1)C(Cc1ccccc1)NS(=O)(=O)c1cccs1 (centres undefined)	-15	.
COc1ccc(Cc2noc(-c3ccc(OC)c(OC)c3)n2)cc1OC	1	-33
O=C(O)[C@H]1CCCC[C@H]1C(=O)Nc1ccc(Nc2ccccc2)cc1	-1	.
COC(=O)c1ccc(OC)c(CSc2nnc(COc3ccccc3)o2)c1	-11	-11
CN1CCN(Cc2nc3c(c(=O)n(C)c(=O)n3C)n2Cc2cccc3ccccc23)CC1	-10	-5
Cn1c(=O)c2c(nc(SCc3nn[nH]n3)n2Cc2ccccc2F)n(C)c1=O	7	4
CCOc1ncccc1C(=O)OCCN1C(=O)c2ccccc2C1=O	-1	-67
Cc1cccc(/C(N)=N/OC(=O)c2cccs2)c1	6	.
C[C@H](NC(=O)OCc1ccccc1)c1nnc([C@H](C)NC(=O)OCc2ccccc2)o1	-34	.
CCNC(=O)c1cc2c(=O)n3cccc(C)c3nc2n(CCc2ccccc2)c1=N	59*	-4
Cc1ccc(C(=O)Nc2ccc(Oc3ccc(C(=O)O)c(C(=O)O)c3)cc2)cc1C	-2	.
NC(=O)C1CCCN(CCc2ccccc2)C1 (centres undefined)	7	.
COc1ccc(OC)c(-n2c(-c3cnccn3)n[nH]c2=S)c1	-8	.
CC(NC(=O)C1CCCN(S(=O)(=O)c2cccc3nonc23)C1)c1ccccc1 (centres undefined)	11	.
COc1cc(C(=O)O)ccc1OCC(=O)N1CCOCC1	-25	-7
COc1ccc(S(=O)(=O)Nc2ccc3oc(C)c(C(=O)O)c3c2)cc1	-1	-5
COC(=O)c1ccc(Oc2cc(C)nc(NCc3ccccc3)n2)cc1	2	-3
O=C(O)C1CC=CCC1C(=O)NCc1cn2ccccc2n1 (centres undefined)	8	-8
Cc1ccc(NC(=O)c2cnn(-c3ccccc3)c2NC(=O)c2ccco2)cc1C	-36	4
COCCCNC(=O)CC1Oc2ccccc2NC1=O (centres undefined)	-27	-2
COc1ccccc1OCc1nc(C#N)c(N2CCC(C(N)=O)CC2)o1	-2	0
COCCCNCCCCOc1c(Cl)cc(C)cc1Br	10	.
Cc1ccc(-n2c(=O)c3sccc3n(CC(=O)NCc3ccco3)c2=O)cc1	11	-1
O=C1CCCCCN1C(=O)c1ccc(C(=O)N2CCCCCC2=O)cc1	9	-4
CC(C)n1c(C(=O)OCC(=O)NCc2ccc3c(c2)OCO3)cc2sccc21	-16	-38
NS(=O)(=O)c1cc(C(=O)N2CCc3ccccc32)c(Cl)cc1Cl	1	.
CCN1C(=O)N[C@H](c2ccc(Br)cc2)C(C(=O)OC)=C1C	4	.
CC(C)NS(=O)(=O)c1ccc(OCC(=O)NCCC2=CCCCC2)cc1	22	.
CCc1nn(C(C)C(=O)N2CCc3ccccc3C2)c(=O)c2cc3occc3n12 (centres undefined)	-6	-11
CC(=O)O[C@]1(C(C)=O)CC[C@H]2[C@@H]3C[C@H](C)C4=CC(=O)CC[C@]4(C)[C@H]3CC[C@@]21C	3	2
CCOC(=O)Cc1nnc(NC(=O)CSc2ccc(C)cc2)s1	5	.
Cn1cccc1C(=O)N1CCN(c2cccc(C(F)(F)F)c2)CC1	2	1
O=C(NCCN1CCOCC1)c1csc2c1CCCC2	4	-3
Nc1nc(SCC(=O)N2CCc3ccccc32)[nH]c(=O)c1-c1ccccc1	-12	-43
CCn1c(SCC(=O)Nc2c(C)n(C)n(-c3ccccc3)c2=O)nnc1-c1cccc(C)c1	.	-9
Cc1cccc(Cn2c(=O)n(CCCC(=O)NCc3ccco3)c(=O)c3ccccc32)c1	.	-20
CCC(C(=O)Nc1ccccc1OC)n1c(C(=O)OC)cc2ccsc21 (centres undefined)	3	-64
CCCCn1nnnc1NCc1cccc(OC)c1OC	-14	-2
CCN(CC)c1ccc(NC(=O)CN2CCN(c3ccccc3F)CC2)cc1	-6	-2
Cc1[nH]c(=O)[nH]c(=O)c1S(=O)(=O)N1CCCC(C(=O)NCc2ccco2)C1 (centres undefined)	-20	-3
COc1ccc(NC(=O)CSc2nnc(-c3ccccc3)n2N)cc1	8	0
CCn1ncc(C2=NOC(C(=O)NCc3ccc(OC)cc3)C2)c1C (centres undefined)	10	-11
COc1ccc(NC(=O)CN(C)S(=O)(=O)c2ccc(Cl)cc2)c([N+](=O)[O-])c1	7	.
O=C(Nc1ccc(O)c(-c2nc3ccccc3o2)c1)C1(c2ccccc2)CCCC1	-25	.
CCOc1ccc(C2=[N+]([O-])C(C)(C)N(O)C2(C)C)cc1	8	-3
O=C(Cn1nc(C(F)F)cc1C(F)F)NNC(=S)Nc1ccc(Cl)cc1	-13	.
CCOC(=O)c1nc2sc(C)c(C)c2c(=O)[nH]1	7	-6
O=C1CN(C(=O)COC(=O)c2cccc(S(=O)(=O)NCc3ccccc3)c2)c2ccccc2N1	-10	.
CCCc1cc(C(=O)Nc2ccccc2SC)no1	-10	-9
Cc1cc(=O)[nH]c(SCC(=O)c2ccc(C)c(C)c2)n1	11	-28

A stretch of the results above, as a working copy:
SMILES	RmlCD inh mix	RT RNaseH block
Cn1cccc1C(=O)N1CCN(c2cccc(C(F)(F)F)c2)CC1	2	1
O=C(NCCN1CCOCC1)c1csc2c1CCCC2	4	-3
Nc1nc(SCC(=O)N2CCc3ccccc32)[nH]c(=O)c1-c1ccccc1	-12	-43
CCn1c(SCC(=O)Nc2c(C)n(C)n(-c3ccccc3)c2=O)nnc1-c1cccc(C)c1	.	-9
Cc1cccc(Cn2c(=O)n(CCCC(=O)NCc3ccco3)c(=O)c3ccccc32)c1	.	-20
CCC(C(=O)Nc1ccccc1OC)n1c(C(=O)OC)cc2ccsc21 (centres undefined)	3	-64
CCCCn1nnnc1NCc1cccc(OC)c1OC	-14	-2
CCN(CC)c1ccc(NC(=O)CN2CCN(c3ccccc3F)CC2)cc1	-6	-2
Cc1[nH]c(=O)[nH]c(=O)c1S(=O)(=O)N1CCCC(C(=O)NCc2ccco2)C1 (centres undefined)	-20	-3
COc1ccc(NC(=O)CSc2nnc(-c3ccccc3)n2N)cc1	8	0
CCn1ncc(C2=NOC(C(=O)NCc3ccc(OC)cc3)C2)c1C (centres undefined)	10	-11
COc1ccc(NC(=O)CN(C)S(=O)(=O)c2ccc(Cl)cc2)c([N+](=O)[O-])c1	7	.
O=C(Nc1ccc(O)c(-c2nc3ccccc3o2)c1)C1(c2ccccc2)CCCC1	-25	.
CCOc1ccc(C2=[N+]([O-])C(C)(C)N(O)C2(C)C)cc1	8	-3
O=C(Cn1nc(C(F)F)cc1C(F)F)NNC(=S)Nc1ccc(Cl)cc1	-13	.
CCOC(=O)c1nc2sc(C)c(C)c2c(=O)[nH]1	7	-6
O=C1CN(C(=O)COC(=O)c2cccc(S(=O)(=O)NCc3ccccc3)c2)c2ccccc2N1	-10	.
CCCc1cc(C(=O)Nc2ccccc2SC)no1	-10	-9
Cc1cc(=O)[nH]c(SCC(=O)c2ccc(C)c(C)c2)n1	11	-28

(list continues)
SMILES	RmlCD inh mix	RT RNaseH block
CC(Sc1ncc(C#N)c(N)n1)C(=O)Nc1ccccc1 (centres undefined)	-13	5
C=CCOc1ccc(NC(=O)C(=O)NCCCn2ccnc2)cc1	-12	.
C[C@@H]1C[C@H]2[C@@H]3C[C@H](F)C4=CC(=O)C=C[C@]4(C)[C@@]3(F)[C@@H](O)C[C@]2(C)[C@@]1(O)C(=O)CO	-12	4
COc1ccc(C2C(C#N)=C(N)Oc3cc(O)ccc32)cc1OC (centres undefined)	-1	-14
Cc1cccc(OCC(=O)NCCN2CCOCC2)c1	8	13
COc1cccc(C2(O)CCN(C(=O)C3CCC3)CC2)c1	-15	4
CC(=O)N1CC=CC1(C)C(=O)O (centres undefined)	7	.
O=C(NCc1ccco1)c1cc(-c2ccccc2)nn1CC1CC(c2cccnc2)=NO1 (centres undefined)	60	.
COc1ccc(NC(=O)COc2nsnc2N2CCCCC2)cc1	2	9
COc1ccc(-n2nnc3c(SCC(=O)N4CCCc5ccccc54)ncnc32)cc1	.	0
O=C(O)CCNS(=O)(=O)c1ccc2ccccc2c1	8	.
COc1ccc(S(=O)(=O)N(C)CC(=O)Nc2cccc(C(C)=O)c2)cc1	-6	-6
OC(c1ccccc1)c1nc2ccccc2s1 (centres undefined)	-2	0
CCC1(C)CC(=O)N(c2ccc(C(=O)O)c(O)c2)C1=O (centres undefined)	3	3
COc1ccc(-n2ncc3c(=O)n(CC(=O)OCc4ccccc4)cnc32)cc1	-13	-7
COc1ccc(CC(=O)Nc2nnc(SCc3ccccc3)s2)cc1S(=O)(=O)N1CCOCC1	4	.
Cc1cc(C)n2nc(SCC(=O)Nc3c(C)nn(-c4ccccc4)c3C)nc2n1	-5	-6
c1coc(Cn2nnnc2CN2CCN(C3CCCC3)CC2)c1	.	0
CC(=O)c1cccc(NC(=O)Nc2c(C)nn(C)c2C)c1	-16	-13
COc1cccc(NC(=O)Cc2c(C(=O)O)[nH]c3ccccc23)c1	-14	.
C/C(CC1CC(COCC(C)C)OC1=O)=N\Nc1nc(-c2ccccc2)cs1 (centres undefined)	-6	.
CC1=C(C#N)C(Nc2ccc(C)cn2)(C(F)(F)F)C(=O)N1 (centres undefined)	-20	.
CCOC(=O)c1cn2nc(OP(=S)(OCC)OCC)cc2nc1C	-28	-6
COc1ccc(CCNC(=O)C2CCC(CNc3c(N4CCCC4)c(=O)c3=O)CC2)cc1OC (centres undefined)	5	-13
CCOC(=O)c1c(C)[nH]c(C(=O)OCC(=O)N(C)C2CCS(=O)(=O)C2)c1C (centres undefined)	-13	.
CCOc1cccc(OCCCCn2ccnc2)c1	7	-10
CC(=O)c1cccc(NC2=NCC(C)S2)c1 (centres undefined)	-7	-7
Cc1ccc(Sc2c(C#N)c(-c3ccccc3)nn2C)cc1	10	.
CCC1C(=O)N=C(SCC(=O)Nc2ccc(C(=O)OC)cc2)NC1=O (centres undefined)	-4	-3
Oc1ccc(Cl)cc1-c1cc(-c2ccccc2Cl)[nH]n1	-3	.
CN1C(=O)c2ccc(C(=O)NCc3ccccc3)cc2C1=O	-160	-2
Cn1cc(C(F)(F)F)nc1-c1ccc(OCC(O)CNCCOc2ccc(O)c(C(N)=O)c2)cc1 (centres undefined)	11	.
CN(C)CCCn1c(SCC(=O)Nc2sc3c(c2C#N)CCCC3)nnc1-c1ccncc1	-11	.
CC12CC3(C)CC(C)(C1)CC(C(=O)NC(=S)N1CCOCC1)(C2)C3	-8	.
Cc1ccc(NC(=O)N2CCc3ccccc3C2)cc1	16	.
Cc1ccc2nc(Cc3ccc(N)cc3)[nH]c2c1	9	.
Cc1cc(C(=O)CSc2nnc(Nc3ccccc3)s2)c(C)n1CC1CCCO1 (centres undefined)	-6	34
c1ccc2c(c1)[nH]c1nc3nncn3nc12	-8	-3
Cc1ccc2nc(NC(=O)C3CCCN(S(=O)(=O)c4cccnc4)C3)sc2c1 (centres undefined)	-5	-16
Cc1ccc(CSCC(=O)N2CCOCC2)cc1	2	.
Cc1cccc(-n2ncc3c(N4CCOCC4)ncnc32)c1	1	-5
CC(C)OC(=O)CSc1nc(-c2ccc(F)cc2)cc(C(F)(F)F)n1	69	.
COCCn1c(=S)[nH]c2cc(C(=O)N3CCN(c4ccc(F)cc4)CC3)ccc2c1=O	6	-9
NC(=O)CSc1nnc2sc3ccccc3n12	-6	-5
COc1cccc(OCC(=O)Nc2ccc(OC)c(OC)c2)c1	6	-15
CCC1(C)Cc2c(sc3c2c(=O)n(C)c2nnc(SCc4ccccc4)n32)CO1 (centres undefined)	-12	-1
Cc1ccc(CS(=O)(=O)CCC(=O)NCc2cccs2)cc1	.	-12
Cn1c(=O)cc(SCC(=O)Nc2cccnc2)c2ccccc21	3	-15
O=C(CSc1nc2c(sc3ccccc32)c(=O)n1CCO)NCC1CCCO1 (centres undefined)	-8	-19
CN1C(=S)SC(N(O)C(=O)Nc2cccc3ccccc23)C1(C)C (centres undefined)	-1	.
N#Cc1ccccc1NC(=O)c1ccc(-c2ccccc2Cl)o1	.	-21
Cc1ccc(Nc2nnc(SCc3cc(=O)n4ccsc4n3)s2)c(C)c1	14	-40
COc1ccc(/C(N)=N/OC(=O)c2ccc3c(c2)OCO3)cc1OC	12	.
Cc1ccc(-c2noc(CCCc3ccccc3)n2)cc1	-7	.
Brc1ccccc1-c1nnc2sc(-c3ccc4c(c3)OCCO4)nn12	3	-86
Cc1cccc(N2CCN(C(=O)CN(C)S(=O)(=O)c3ccc4c(c3)CCC(=O)N4)CC2)c1C	11	.
Clc1ccc2c(c1)CCc1cccnc1C2=C1CCNCC1	-9	.
CC(C)NC(=O)NC(=O)CSc1nncn1C	-6	.
CCOC(=O)C(C(=O)OCC)C(C)C#CCN1CCCCC1 (centres undefined)	-15	-1
CCN1C(=O)CC(C(=O)Nc2ccc(F)cc2)SC1=Nc1ccc2c(c1)OCO2 (centres undefined)	29	13

Complete entries as entered above. Order of screens: RmlCD inh mix, RT RNaseH block
N#Cc1ccccc1NC(=O)c1ccc(-c2ccccc2Cl)o1 across the screens: ., -21
Clc1ccc2c(c1)CCc1cccnc1C2=C1CCNCC1 across the screens: -9, .

Other records follow:
SMILES	RmlCD inh mix	RT RNaseH block
CN(C)/C=C1/C=C(c2ccccc2)OC1=O	-8	.
COc1ccc(C(=O)CSc2nnc(COc3ccccc3)n2Cc2ccco2)cc1	14	-5
O=C1OCCN1C(=O)[C@H]1[C@H](c2ccc(F)cc2)C(c2ccc(F)cc2)=NN1c1ccc(Br)cc1	-210	.
COc1ccc(C(NC(=O)c2ccco2)c2ccc(OC)c(OC)c2)cc1OC	-16	-3

Some of the compounds tested (hit frequency here may not be typical).
